EWS-Fli inh = blocks EWS/Fli oncoprotein-driven transcription; hit rate 0.67% among 350,000; A673 NR0B1-luciferase reporter, viability-normalised; AID 651661; inhibition, % at 12.6 µM;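 active means mean inhibition of at least 50% after viability correction, with every replicate also passing that limit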;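 further: firefly luciferase signal divided by Alamar Blue viability fluorescence both relative to DMSO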
FN deposit inh = fibronectin deposition inhibition | AID 743247 | inhibition, % at 12.6 µM | hit rate 0.086% among 350,000 | AH1F fibroblasts, Alexa488-fibronectin deposition fluorescence, overnight;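 active means mean inhibition across replicates of 30% or more, regardless of how many single replicates reach that level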;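 further: positive control wells lacked labelled fibronectin entirely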
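Test system: AH1F fibroblast monolayer depositing Alexa488-labelled fibronectin into matrix. Input: 10000 cells per well. Technique: fluorescence, ex 485 nm, em 525 nm. Buffer or medium: DMEM plus 2% serum, read in PBS. Timing: 1 h cell adhesion before compound, then overnight fibronectin incubation. Compound: single dose, pinned. Read-out basis: inhibition from reduced deposited-fibronectin fluorescence.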
RAD54 branch = blocks human RAD54 Holliday junction branch migration. hit rate 0.14% among 360,000. inhibition, % at 10.4 µM. Q92698. FAM/BHQ fluorescence;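 active means mean normalized replicate activity at least 40 and at least half of replicates scoring 40 or more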;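 further: 0% = median of neutral control wells and 100% = median of positive control wells; inhibitors cause a drop in the FAM fluorescence signal; in these data hits start at about 50%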
Target sequence (Q92698 whole entry, looked up): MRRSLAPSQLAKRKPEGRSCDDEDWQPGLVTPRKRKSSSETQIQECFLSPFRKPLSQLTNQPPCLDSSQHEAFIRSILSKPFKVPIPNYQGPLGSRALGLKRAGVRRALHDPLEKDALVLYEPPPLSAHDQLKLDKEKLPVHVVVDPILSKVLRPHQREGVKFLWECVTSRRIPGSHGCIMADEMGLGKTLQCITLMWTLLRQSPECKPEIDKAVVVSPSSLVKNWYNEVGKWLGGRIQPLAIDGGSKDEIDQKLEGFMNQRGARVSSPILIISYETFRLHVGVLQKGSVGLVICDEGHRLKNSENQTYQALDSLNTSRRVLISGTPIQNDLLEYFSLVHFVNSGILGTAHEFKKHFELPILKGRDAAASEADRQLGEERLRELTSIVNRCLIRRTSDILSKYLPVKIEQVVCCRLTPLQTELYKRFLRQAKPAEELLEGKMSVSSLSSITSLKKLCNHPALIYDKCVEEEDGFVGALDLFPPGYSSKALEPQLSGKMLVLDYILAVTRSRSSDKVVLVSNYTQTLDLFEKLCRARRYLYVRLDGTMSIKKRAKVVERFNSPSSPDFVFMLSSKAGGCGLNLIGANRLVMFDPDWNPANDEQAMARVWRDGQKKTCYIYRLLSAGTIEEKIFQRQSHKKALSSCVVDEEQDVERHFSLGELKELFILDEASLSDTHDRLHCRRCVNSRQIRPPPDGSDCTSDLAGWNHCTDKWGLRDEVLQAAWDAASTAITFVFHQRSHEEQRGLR
esBAF inh = blocks esBAF chromatin remodeling in mouse ES cells; Bmi1-luciferase knock-in reporter, 24 h; 100% = twice the neutral-well signal; reporter increase, % at 12.5 µM; hit rate 2% among 350,000; in the data active means activation above about 40%;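 further: 0% = median of the plate's neutral control wells and 100% = double that signal; a rise in the Bmi1 reporter signal indicates esBAF inhibition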
XiGFP reactiv = activators of X-chromosome reactivation in mouse fibroblasts; XiGFP mouse fibroblasts, % GFP-positive cells imaging, 3 d; cells co-treated with 5-aza-dC sensitizer; scaled so ellipticine positive control = 100%; activation, % at 7.58 µM; hit rate 0.055% among 360,000; AID 743238;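 active means mean normalized replicate activation at least 10% and every replicate at or above 10%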;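 further: 0% = median of on-plate neutral control wells and 100% = ellipticine 6 µM median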
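System: 68-5-11 XiGFP fibroblast line; Timing: 3 days compound exposure; Compound dosing: one concentration, pinned; Benchmarks: positive control ellipticine, 6 µM final; Buffer or medium: DMEM containing 5-aza-dC.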
E-sel inducer = E-selectin induction on HUVECs | P16581 | HUVEC E-selectin immunofluorescence imaging; normalized: neutral wells 0, TNF-alpha wells 100 | activation, % at 7.58 µM | hit rate 0.37% among 260,000;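 active means mean E-selectin-positive cell signal at least 10% of the positive control, reached in at least 60% of replicates, without over 20% cell loss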;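 further: in these data hits start at about 27%; measured in HUVEC primary endothelial cells; signal is the percent of cells scored E-selectin positive by PE staining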
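System: HUVEC / Compound: single concentration / Signal: immunofluorescence imaging / Read-out: percent E-selectin-positive cells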
S100A4 inh HTS = S100A4-myosin IIA interaction inhibition | P26447 | S100A4/TAMRA-MyoIIA peptide fluorescence polarization | inhibition, % at 10.7 µM | hit rate 0.14% among 360,000 | AID 652163;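 active means mean inhibition of at least 70% across replicates, with every replicate also reaching that level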
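Material: S100A4 monomer protein | Medium: HEPES pH 7.2 with CaCl2, KCl, NaCl, DTT, Triton | Reagent: Labelled myosin peptide probe, 5 nM | Doses: One dose per compound | Times: 5 min incubation before reading | Benchmarks: Neutral control DMSO, positive control TFP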
RAD52 inh = inhibitors of human RAD52 DNA annealing. P43351. recombinant RAD52 DNA annealing, FRET fluorescence. inhibition, % at 18.7 µM. hit rate 0.46% among 360,000. AID 651710;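 active means every replicate showing at least 50% inhibition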
Numbers without * were called inactive; . = not tested or not shown.

Values in the order: EWS-Fli inh	FN deposit inh	RAD54 branch	esBAF inh	XiGFP reactiv	E-sel inducer	S100A4 inh HTS	RAD52 inh
Cc1noc(C)c1S(=O)(=O)Nc1ccc2c(c1)C(=O)N([C@@H](C)CO)C[C@@H](C)[C@H](CN(C)Cc1ccc(Cl)c(Cl)c1)O2
 : -18	.	-2	5	0.2	.	-7	13
COc1ccc(CC(=O)NNC(=O)COc2ccc(Cl)cc2C)cc1S(=O)(=O)N1CCOCC1
 : 1	-6	0	-5	-0.1	0.1	0	-2
S=C(NCc1ccc(Cl)cc1)NN1CCOCC1
 : -24	1	.	.	0.1	-1.1	-15	-13
COCCN=C1NN=C(c2cc(C)n(CC3CCCO3)c2C)CS1 (stereo not given)
 : -16	-4	.	.	0.0	.	-2	-7
O=C(N/N=C/C1CC=CCC1)c1ccc(O)cc1O (stereo not given)
 : .	-1	.	18	0.0	0.2	.	.
O=C1N(c2ccccc2C(F)(F)F)O[C@@]1(c1ccccc1)C1CCCCC1
 : 4	-14	2	-1	0.3	0.0	2	4
Cc1c(C=O)c(=O)n(-c2ccccc2)n1C
 : -11	-6	-1	.	0.1	.	0	-11
CC(=O)OCC(=O)C1(O)CCC2C3CCC4=CC(=O)C=CC4(C)C3C(=O)CC21C (stereo not given)
 : 11	-3	.	0	0.0	1.6	-11	-10
Cc1cc(C(=O)Nc2nc(-c3ccccn3)cs2)ccc1[N+](=O)[O-]
 : 12	4	.	.	-0.1	15	2	-15
O=C(CCn1c(=S)[nH]c2ccccc2c1=O)N1CCOCC1
 : -6	-2	0	-34	0.0	-0.2	10	-8

Carrying on.
Values in the order: EWS-Fli inh	FN deposit inh	RAD54 branch	esBAF inh	XiGFP reactiv	E-sel inducer	S100A4 inh HTS	RAD52 inh
C[C@@H]1CN([C@@H](C)CO)C(=O)c2cccc(NC(=O)c3nc4ccccc4s3)c2O[C@H]1CN(C)C(=O)Nc1ccc2c(c1)OCO2
 : -2	15	1	-3	0.3	-0.1	40	4
O=C(C[n+]1cnn(CC(=O)c2ccc(Cl)cc2Cl)c1)c1ccc([N+](=O)[O-])cc1
 : 17	-38	.	.	0.0	-0.2	-7	-14
Cc1ccc(C(=O)N/C(=C\c2ccco2)C(=O)NCCN2CCOCC2)cc1
 : -18	-6	3	-3	0.0	.	-4	-15
O=C(Nc1cccc(S(=O)(=O)N2CCOCC2)c1)C(c1ccccc1)N1CCCCC1 (stereo not given)
 : 10	3	.	.	0.0	.	-3	-3
Cc1cccc2sc(=S)[nH]c12
 : 10	-13	2	0	0.0	0.1	-1	-4
O=c1c2ccccc2nc2c3ccccc3c(NCc3cccnc3)nn12
 : 7	1	.	.	0.7	.	18	8
Cc1nc2ccccc2cc1C(=O)N/N=C/c1ccco1
 : 0	2	-3	.	0.0	-0.2	-6	-15
COc1ccc2[nH]c(C)c(CCNC(=S)Nc3ccc(F)cc3)c2c1
 : 4	-3	.	.	0.2	0.1	-3	-19
Cc1ccc(-n2c(SCC(=O)Nc3ccc(Cl)cc3)nc(O)cc2=O)cc1
 : .	-1	7	6	0.5	-0.1	-4	-31
CC(=O)O/N=C/c1c(NCc2ccccc2)nc2c(C)cccn2c1=O
 : 4	18	-3	.	0.3	.	-12	-52

Molecules above that contain a furan ring, fused or not (2):
Values in the order: EWS-Fli inh	FN deposit inh	RAD54 branch	esBAF inh	XiGFP reactiv	E-sel inducer	S100A4 inh HTS	RAD52 inh
Cc1ccc(C(=O)N/C(=C\c2ccco2)C(=O)NCCN2CCOCC2)cc1
 : -18	-6	3	-3	0.0	.	-4	-15
Cc1nc2ccccc2cc1C(=O)N/N=C/c1ccco1
 : 0	2	-3	.	0.0	-0.2	-6	-15

Ordered by value in RAD52 inh (rising): some entries from above.
compound,esBAF inh,S100A4 inh HTS,RAD52 inh
CC(=O)O/N=C/c1c(NCc2ccccc2)nc2c(C)cccn2c1=O,.,-12,-52
Cc1ccc(C(=O)N/C(=C\c2ccco2)C(=O)NCCN2CCOCC2)cc1,-3,-4,-15
CC(=O)OCC(=O)C1(O)CCC2C3CCC4=CC(=O)C=CC4(C)C3C(=O)CC21C (stereo not given),0,-11,-10

Continued.
Values in the order: EWS-Fli inh	FN deposit inh	RAD54 branch	esBAF inh	XiGFP reactiv	E-sel inducer	S100A4 inh HTS	RAD52 inh
O=C1C[C@@H]2CCN3C(=O)CCC[C@@H]([C@H]23)[C@H]1Cc1ccccc1
 : 3	.	-10	0	0.0	.	-5	-3
COC(=O)c1ccc2c(c1C(=O)OC)CN(S(=O)(=O)C(C)(C)C)[C@@H]2CCO
 : -2	11	1	-8	0.0	2.3	-5	-21
CN1CCN(CCOCCOc2ccc(Br)cc2Cl)CC1
 : -6	-5	3	-6	0.0	0.1	-2	-4
Cc1nc(SCCC(=O)O)c2cc(-c3ccccc3)sc2n1
 : 63*	0	11	-73	0.0	.	-2	4
O=C(NCc1cccc(F)c1)C1CCC(=O)N(CCCN2CCOCC2)C1 (stereo not given)
 : 2	3	-4	-1	0.3	-1.2	-2	-18
O=C(N/N=C\c1cccc(Cl)c1)c1ccc(Cn2cccn2)o1
 : -5	4	-3	.	0.0	.	-1	-18
CC(Nn1cnnc1)c1cc(Cl)ccc1O (stereo not given)
 : 3	1	.	.	0.1	.	-1	-9
CCCC(=O)Nc1ccc(C(=O)NCc2ccccn2)cc1
 : -10	-4	.	.	0.0	.	-1	-5
COc1cc(/C=N/N(C)C)ccc1OC(=O)c1cccs1
 : 8	9	-12	3	0.0	0.0	-5	6
C/C=C/c1ccc2c(c1)O[C@H](CN(C)S(=O)(=O)c1ccccc1OC)[C@H](C)CN([C@H](C)CO)S2(=O)=O
 : 14	.	0	3	-0.7	0.0	5	0

Three entries out of the list, arranged by SMILES length, smallest number first:
Values in the order: EWS-Fli inh	FN deposit inh	RAD54 branch	esBAF inh	XiGFP reactiv	E-sel inducer	S100A4 inh HTS	RAD52 inh
CC(Nn1cnnc1)c1cc(Cl)ccc1O (stereo not given)
 : 3	1	.	.	0.1	.	-1	-9
Cc1nc(SCCC(=O)O)c2cc(-c3ccccc3)sc2n1
 : 63*	0	11	-73	0.0	.	-2	4
COC(=O)c1ccc2c(c1C(=O)OC)CN(S(=O)(=O)C(C)(C)C)[C@@H]2CCO
 : -2	11	1	-8	0.0	2.3	-5	-21

Part of the list above in another layout:
compound | EWS-Fli inh | FN deposit inh | RAD54 branch | esBAF inh | XiGFP reactiv | E-sel inducer | S100A4 inh HTS | RAD52 inh
COc1cc(/C=N/N(C)C)ccc1OC(=O)c1cccs1 | 8 | 9 | -12 | 3 | 0.0 | 0.0 | -5 | 6
C/C=C/c1ccc2c(c1)O[C@H](CN(C)S(=O)(=O)c1ccccc1OC)[C@H](C)CN([C@H](C)CO)S2(=O)=O | 14 | . | 0 | 3 | -0.7 | 0.0 | 5 | 0

(next part)
Values in the order: EWS-Fli inh	FN deposit inh	RAD54 branch	esBAF inh	XiGFP reactiv	E-sel inducer	S100A4 inh HTS	RAD52 inh
CCOC(=O)C1=CN(CC)S(=O)(=O)NC1c1cccc(OC)c1 (stereo not given)
 : 9	-2	-3	-6	0.2	.	-7	-10
Cc1nc(N/N=C/c2ccc(Br)cc2)cc(N2CCOCC2)n1
 : -19	3	-2	-2	0.0	-0.2	-1	8
CC(C(=O)Nc1ccc(F)cc1Cl)N1CCN(S(=O)(=O)c2cccs2)CC1 (stereo not given)
 : 0	2	7	-2	-0.1	.	1	-14
Cc1c(C(=O)Nc2nccs2)oc2ccc(F)cc12
 : -57	3	11	-12	0.0	.	-2	-8

Compounds were not picked by outcome; 3% or so of the library scored in one or more.
